# Compound activity deposited in PubChem by National Center for Advancing Translational Sciences (NCATS).
# NPC1 promoter act – NPC1 promoter activation; Huh7 NPC1 promoter luciferase reporter, 24 h; 2.4% of 320,000 active; Potency, µM (doses to about 9.22 µM), for the others: at the top dose activation, hits mostly activators;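 also: potency is read from the fitted curve at half-maximal effect; % of control where 0% means no effect; nearly all actives have a fitted effect of over 60% in size; reporter is driven by a mutant NPC1 promoter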
#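 Huh7 reporter cells (NPC1 promoter driving luciferase) are dosed with compound for 24 h at 37 °C, 5% CO2; luciferase detection reagent is then added and luminescence measured after 10 min at ambient temperature.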
# BRCA1 expr act – increases BRCA1 expression; 1.1% of 380,000 active; Potency, µM (doses to about 46.1 µM), for inactives: at the highest dose activation, usual class: activators; MCF7-BRCA1-FFLuc reporter, luminescence, 48 h; response scale: scaled: vehicle 0%, 10 µM genistein 100%; also: potency is read from the fitted curve at half-maximal effect; nearly all actives have a fitted effect of over 80% in size; some results filed as inactive show a strong effect at the top dose
#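 MCF7-BRCA1-FFLuc cells, 2000/well in phenol-red-free MEM, attached 2 h then treated 48 h at 37 C. Luciferase luminescence read 15 min after reagent; normalized to genistein maximum activation (10microM) and DMSO, concentration-response fitted.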
# FLuc modulator – counter-screen for miR-21 project: firefly luciferase inhibitors or activators. 6.9% of 360,000 active. Potency, µM (titrated, usually from 57.5 µM), for the others: at the highest dose activity change, negative = inhibition, usual class: inhibitors. purified FLuc, Km substrates, luminescence inhibition. P08659;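 also: potency is read from the fitted curve at half-maximal effect; plate controls were vehicle for no effect and reference inhibitor for full effect; nearly all actives have a fitted effect of over 55% in size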
# Target sequence (P08659 whole entry, looked up): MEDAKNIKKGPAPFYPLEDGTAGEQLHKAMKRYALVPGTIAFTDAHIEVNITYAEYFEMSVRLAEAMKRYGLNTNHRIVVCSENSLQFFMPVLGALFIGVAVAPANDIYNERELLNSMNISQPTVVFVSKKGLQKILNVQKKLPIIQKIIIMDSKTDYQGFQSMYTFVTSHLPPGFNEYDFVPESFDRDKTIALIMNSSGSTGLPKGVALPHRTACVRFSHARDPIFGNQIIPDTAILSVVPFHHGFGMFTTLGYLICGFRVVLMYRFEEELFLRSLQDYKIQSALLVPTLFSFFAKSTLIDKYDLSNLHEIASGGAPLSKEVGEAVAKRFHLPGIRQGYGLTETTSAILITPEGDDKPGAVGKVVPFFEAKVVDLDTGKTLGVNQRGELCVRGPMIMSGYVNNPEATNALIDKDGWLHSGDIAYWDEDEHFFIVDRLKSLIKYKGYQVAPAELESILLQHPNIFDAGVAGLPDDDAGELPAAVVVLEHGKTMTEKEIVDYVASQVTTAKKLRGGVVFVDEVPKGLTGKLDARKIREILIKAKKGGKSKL
#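 Purified P. pyralis luciferase (10nM final) with 10uM D-luciferin and 10uM ATP (Km levels) in 50mM Tris acetate pH 7.5, 10mM Mg acetate, 0.01% Tween-20, 0.05% BSA; qHTS 6-point titration, ~60 µM downward; luminescence read.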
# ELG1 DNA repair – ELG1-dependent DNA repair inhibition. Potency, µM (series often up to 46.1 µM), for the others: top-dose activity change, negative = inhibition, most hits filed as inhibitors. HEK293T ELG1-luciferase reporter, luminescence, 16 h; DNA damage induced by 5-fluorouridine. 2.3% of 330,000 active; also: potency is read from the fitted curve at half-maximal effect; % is scaled to controls: 0 for no effect and ±100 for the full control effect; nearly all actives have a fitted effect of over 55% in size
#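 Cells (2,000 per well) received 5-fluorouridine plus test compound or DMSO and were incubated 16 hr at 37 °C, 5% CO2. Luciferase activity was read by luminescence 30 min after ONE-Glo addition; signal suppression marked inhibition of damage-induced ELG1 function.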
# Rab9 promoter act – Rab9 promoter activation. Huh7 Rab9 promoter-luciferase reporter, luminescence, 24 h. Potency, µM (top dose mostly 9.22 µM), inactives show at the top dose activation, negative = inhibition, hits mostly activators. 2.8% of 320,000 active; also: potency is read from the fitted curve at half-maximal effect; % of control where 0% means no effect; nearly all actives have a fitted effect of over 60% in size
#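 Cells were plated at 1500 per well in reduced-serum medium with 10% FBS and left 2 h. Compound in DMSO was then added for 24 h at 37 °C. Reporter signal was read by luminescence after 10 min with luciferase detection reagent.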
# RORg inh – ROR gamma (mouse) transcription inhibition | P51450 | Drosophila S2 Gal4-RORgamma UAS-luciferase reporter, 20 h | Potency, µM (doses to about 53.6 µM), for inactives: at the top dose activity change, negative = inhibition, actives largely listed as inhibitors | 5.4% of 310,000 active; also: potency is read from the fitted curve at half-maximal effect; % is scaled to controls: 0 for no effect and ±100 for the full control effect; nearly all actives have a fitted effect of over 60% in size
# Target sequence (P51450 whole entry, looked up, the tested form may be a part): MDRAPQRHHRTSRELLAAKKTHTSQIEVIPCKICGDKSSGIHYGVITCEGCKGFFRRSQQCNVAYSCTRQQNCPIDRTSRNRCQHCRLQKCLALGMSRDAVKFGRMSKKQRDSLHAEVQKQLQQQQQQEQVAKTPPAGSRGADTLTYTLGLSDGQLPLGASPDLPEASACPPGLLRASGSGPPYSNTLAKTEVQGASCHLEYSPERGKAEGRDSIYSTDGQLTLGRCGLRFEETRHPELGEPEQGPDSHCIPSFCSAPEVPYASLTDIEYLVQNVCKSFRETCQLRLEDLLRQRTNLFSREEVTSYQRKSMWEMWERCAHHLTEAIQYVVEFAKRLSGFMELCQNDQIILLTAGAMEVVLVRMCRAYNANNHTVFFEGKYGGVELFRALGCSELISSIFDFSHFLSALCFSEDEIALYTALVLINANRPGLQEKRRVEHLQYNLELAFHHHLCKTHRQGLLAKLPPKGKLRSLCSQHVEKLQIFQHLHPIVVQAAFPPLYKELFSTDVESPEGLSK
#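 Stable Schneider cell line, Gal4 DNA-binding domain fused to ROR gamma, UAS-luciferase. Cmpd 1 hr RT → CuSO4 700 uM final → 20 hr RT → luciferase reagent 10 min → luminescence.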
# TRPV1 ag – human TRPV1 agonism | AID 540275 | TRPV1-expressing cells, Fluo-8 calcium influx, agonist mode | 0.19% of 320,000 active | activation, % at 8.33 µM; in the data active = activation above about 80%; inconclusive = between about 30% and that limit; also: 0% is about no effect
#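 TRPV1-expressing cells were cultured overnight at 35.5C and loaded with Fluo-8 calcium dye for 40 to 90 min at room temperature. After a 10 s baseline, compound was added and calcium influx was read kinetically for 3 min (ex 480/em 520 nm).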
# p53 reactivator – re-activators of mutant p53; H1299 p53-A138V BP100-luciferase reporter, luminescence, 24 h; Potency, µM (highest dose often 92.2 µM), inactives show at the top dose activity change, positive = activation, actives largely listed as activators; 0.063% of 320,000 active; also: potency is read from the fitted curve at half-maximal effect; % of control where 0% means no effect; nearly all actives have a fitted effect of over 45% in size
#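 H1299 (p53-null), stable ts p53-A138V + BP100-Luc; 1000 cells/well, Opti-MEM/10% FBS; cpd 4 pt, 1:5; 24 h, 37 deg C, 5% CO2; detection reagent 10 min RT; luminescence.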
# Gal4-VP16 FLuc – Gal4-VP16 reporter inhibition counter-screen; Drosophila S2 Gal4-VP16 UAS-luciferase, luminescence, 20 h; Potency, µM (titrated, usually from 53.6 µM), inactives show at the highest dose activity, negative = inhibition, usual class: inhibitors; 3.5% of 310,000 active; AID 2546;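 also: Gal4-VP16 expression switched on by copper sulfate through the metallothionein promoter; potency is read from the fitted curve at half-maximal effect; % is scaled to controls: 0 for no effect and ±100 for the full control effect; nearly all actives have a fitted effect of over 50% in size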
# ELG1 genotox – inducers of genotoxicity in HEK293T ELG1-luciferase cells | HEK293T ELG1-luciferase reporter, luminescence, 16 h | 1.3% of 330,000 active | Potency, µM (doses to about 46 µM), for the others: at the top dose activity change, positive = activation, usual class: activators; also: potency is read from the fitted curve at half-maximal effect; % of control where 0% means no effect; nearly all actives have a fitted effect of over 60% in size
#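 Reporter readout depends on ELG1 protein level, which increases with genetic stress. After 16 hr compound exposure at 37 °C, luciferase activity was quantified using ONE-Glo.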
# Tb PFK inh – blocks T. brucei phosphofructokinase. O15648. T. brucei PFK, ADP-Glo luminescence. Potency, µM (top dose mostly 57.5 µM), inactives show at the top dose activity, negative = inhibition, usual class: inhibitors. 0.17% of 330,000 active;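 also: potency is read from the fitted curve at half-maximal effect; 0% = uninhibited 1x PFK enzyme wells and -100% = no-enzyme wells; nearly all actives have a fitted effect of over 60% in size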
#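 Compounds were pin-transferred as a titration series up to 57 uM into substrate buffer (0.5 mM F6P, 0.1 mM ATP, pH 8.0), then 1.25 nM PFK was added and reactions ran 45 min before ADP-Glo detection.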
# Active calls of the source: *; ? = inconclusive; . = not tested or not shown; [ ] = another dose, or the depositor's remark. Unless noted, calls follow the shape of the dose curve; as a rule, active = well fitted curve in the direction sought with a large enough effect; inconclusive = small, poorly fitted or top-dose-only effect, or another doubt; inactive = no such curve, though single readings can be large; an effect the other way counts as inactive or inconclusive.
structure	NPC1 promoter act	BRCA1 expr act	FLuc modulator	ELG1 DNA repair	Rab9 promoter act	RORg inh	TRPV1 ag	p53 reactivator	Gal4-VP16 FLuc	ELG1 genotox	Tb PFK inh
O=C(CCN1CCN(c2ccccc2)CC1)Nc1ccccc1F	-3%	0%	3%	16%	0%	22%	-1	1%	1%	13%	2%
O=C(COC(=O)c1ccccc1O)NCc1ccccc1Cl	.	18%	.	-4%	.	.	.	1%	.	0%	-5%
N#Cc1c(SCC(=O)Nc2nccs2)nc2c(c1-c1ccco1)CCCC2	2%	-25%	4%	?	2%	10µM*	-3	8%	2%	?	5%
CCN1CCN(Cc2cccc(Oc3ccc(Cl)cc3)c2)CC1	2%	-43%	3%	-10%	-5%	?	1	0%	3%	0%	2%
CC(=O)c1cccc(N(CC(=O)NC2CCCC2)C(=O)CNC(=O)c2cccs2)c1	4%	-25%	4%	1%	-2%	-16%	-3	-1%	4%	0%	-2%
CCCC(C)C(=O)Nc1cc(S(=O)(=O)N2CCCCC2)ccc1N1CCOCC1 (configuration not stated)	2%	-13%	3%	12%	-5%	.	?	-6%	.	1%	-3%
Cc1ccc(S(=O)(=O)Nc2csc(C)c2C(=O)O)cc1	1%	-6%	-17%	-1%	7%	-3%	-1	-1%	-9%	-1%	-1%
COC(=O)[C@H]1C[C@@H](c2ccccc2)[C@H](C)C1(C)C	3%	6%	0%	1%	0%	.	0	7%	.	4%	1%
CCc1ccc(NC(=O)CNC(=O)c2cn(-c3ccccc3OC)c(=O)c3ccccc23)cc1	9%	-22%	-20%	-25%	12%	-2%	5	-7%	3%	-6%	-1%
O=S(=O)(Cc1ccccc1)NCC1CCCO1 (configuration not stated)	-3%	1%	-1%	4%	-1%	?	-2	-4%	4%	0%	-1%
CCc1c(O)cc(=O)n(-c2ccccc2)c1-c1ccccc1	1%	3%	0%	-5%	-1%	18%	-2	-6%	-9%	1%	-20%
COc1ccc(CC(=O)Nc2ccc(N3CCCCC3)cc2)cc1	8%	36%	?	0%	21%	26%	?	12%	7%	-1%	-1%
CC(C)(C)c1cc(C(=O)NNC(=O)Nc2cccc(Cl)c2)n(Cc2ccccc2)n1	-1%	-23%	-1%	0%	0%	37%	.	0%	-12%	-9%	3%
Cc1ccnc(NS(=O)(=O)c2ccc(N3C(=O)Nc4ccccc4N3O)cc2)c1	0%	-4%	-3%	0%	13%	-4%	1	1%	0%	-1%	0%
CC(=O)Nc1nc(C)c(Oc2ccc(Cl)cc2Cl)c(=O)[nH]1	-6%	3%	2%	14%	21%	14%	3	4%	-2%	0%	1%
COc1ccccc1Nc1nc2ccccc2[nH]1	?	49%	9.5µM*	?	?	-24%	?	?	-5%	11%	-2%
CCN(CCn1cccn1)C(=O)CC1C(=O)NCCN1CC1CCCCC1 (configuration not stated)	-7%	6%	0%	0%	-3%	8%	1	-1%	-16%	1%	2%
CCN(CC)S(=O)(=O)c1ccc2c(c1)nc(CCC(=O)Nc1ccc3c(c1)OCO3)n2C	-1%	-3%	-16%	-10%	-1%	26%	3	-2%	21%	0%	0%
O=C(c1ccco1)N1CCN(C(c2ccccc2Cl)c2nnnn2CC2CCCO2)CC1 (configuration not stated)	-5%	-14%	6%	2%	11%	16%	0	-6%	-6%	12%	-2%
CC(=O)Nc1ccc(NC(=O)C2CC(=O)N(Cc3ccccc3)C2)cc1 (configuration not stated)	-3%	-1%	-4%	7%	-2%	-15%	1	-2%	2%[10 µM]	6%	0%
CCOC(=O)C[N+](CC)(CC)CC#Cc1ccccc1	-2%	-3%	3%	-1%	-6%	-16%	2	-8%	-5%	1%	0%
CCOc1ccc(OCC(=O)Nc2ccc(OC)cc2)cc1	-3%	2%	-13%	6%	14%	5%	16	1%	3%	2%	0%
Cc1cccc(NC(=O)c2ccc(S(=O)(=O)N3CCOCC3)cc2)n1	6%	-2%	0%	18%	-2%	4%	-1	2%	-9%	-4%	-2%
O=C(Nc1ccncc1)c1cc(-c2ccccn2)nc2ccccc12	0%	-28%	-1%	11%	-3%	1%	27	-3%	-18%	0%	-14%
O=c1cc(CSc2nnnn2-c2ccccc2)[nH]c2[nH]n(-c3ccccc3)c(=O)c12	-4%	-3%	-1%	1%	-5%	4%	-2	-7%	-17%	-1%	-1%

# Overlap with the part before: 2 compounds, followed by the next part.
structure	NPC1 promoter act	BRCA1 expr act	FLuc modulator	ELG1 DNA repair	Rab9 promoter act	RORg inh	TRPV1 ag	p53 reactivator	Gal4-VP16 FLuc	ELG1 genotox	Tb PFK inh
O=C(Nc1ccncc1)c1cc(-c2ccccn2)nc2ccccc12	0%	-28%	-1%	11%	-3%	1%	27	-3%	-18%	0%	-14%
O=c1cc(CSc2nnnn2-c2ccccc2)[nH]c2[nH]n(-c3ccccc3)c(=O)c12	-4%	-3%	-1%	1%	-5%	4%	-2	-7%	-17%	-1%	-1%
[O-]/[N+](=C\c1ccccc1)c1ccccc1	4%	3%	?	1%	3%	.	1	18%	.	6%	-3%
CCC(=O)Nc1ccc(-c2csc(C)n2)cc1	?	?	24µM*	?	?	1%	0	?	-3%	?	-1%
Clc1ccc2c(N3CCOCC3)ccnc2c1	-6%	14%	0%	-4%	0%	0%[1.91 µM]	0	7%	-6%	-3%	-3%
O=C(Nc1ccc(N2CCCC2)c(S(=O)(=O)Nc2cccc(C(F)(F)F)c2)c1)c1cccs1	-4%	-61%	-1%	?	-7%	-14%[10 µM]	4	10%	-9%	-14%	-1%
CC(C)NCc1nnc(-c2ccccc2Cl)o1	3%	48%	1%	0%	-2%	2%	2	7%	2%	10%	0%
Cc1nnc(SCC2=C(C(=O)O)N3C(=O)C(NC(=O)Cn4nc(C)c(Cl)c4C)C3SC2)s1 (configuration not stated)	-8%	0%	-2%	6%	-4%	2%	0	11%	-14%	0%	-27%
Cc1ccc(OCCOCCNC(C)C)c(Br)c1	0%	-17%	1%	4%	-2%	-34%	-8	-11%	-17%	0%	2%
O=C(c1ccccc1)[C@@H]1[C@@H](C(=O)c2ccc(F)cc2)[C@@]2(C(=O)Nc3ccccc32)[C@H]2c3ccccc3C=CN12	8%	-10%	?	?	9%	-39%	0	-1%	-12%	-2%	17%
Cc1nc2ccc(C(=O)N/N=C/c3ccc(O)cc3)cc2[nH]1	0%	1%	?	-5%	-4%	2%	-1	4%	2%	-4%	1%
COc1ccc(-c2csc(Nc3ncccc3C)n2)cc1	1.8µM*	?	5.4µM*	?	1.6µM*	?	-1	45µM*	6%	?	2%
c1ccc(Nc2cccc(Nc3ccccc3)n2)cc1	17%	?	19µM*	?	?	?	0	25%	-11%	?	-18%
Cc1cc(S(=O)(=O)Nc2ccc3c(c2)COC3=O)ccc1F	-14%	11%	-19%	1%	-1%	40%	2	-1%	1%	9%	1%
CCOC(=O)c1ccc(NC(=S)N(CCCN2CCCC(C)C2)Cc2cccs2)cc1 (configuration not stated)	-8%	0%	1%	?	3%	?	3	0%	-13%	-8%	-5%
Cc1cccc(NC(=O)NCC(F)(F)F)n1	-1%	4%	0%	-3%	4%	2%	-2	1%	-3%	-1%	0%
CC(O)CNc1nc2c(c(=O)n(Cc3ccccc3)c(=O)n2C)n1C (configuration not stated)	2%	3%	0%	-13%	0%	3%	-1	-4%	0%	0%	-2%
CCCCn1c(SCC(=O)NCc2ccc(OC)c(C(=O)O)c2)nc2cc(S(N)(=O)=O)ccc21	6%	-20%	2%	22%	1%	-9%	4	5%	12%	0%	-5%
Cc1ccc(CNC(=O)CCCn2nc(C)n3ccnc3c2=O)cc1	2%	18%	2%	17%	2%	-13%	-1	.	-2%	6%	-1%
Cc1nc(C/C(=N\Nc2ccccc2)c2ccc(O)cc2O)cs1	-1%	-30%	?	?	16%	-2%	12	-2%	-25%	2%	3%
CCC(C)COC(=O)C(C#N)c1nc2ccccc2nc1N1CCCCC1 (configuration not stated)	-2%	-43%	6%	-13%	0%	5µM*	?	-5%	3%	1%	3%
Cc1cc(C)n(-c2nc(-n3nc(C)cc3C)c3c4c(sc3n2)COC(C)(C)C4)n1	2%	.	?	13%	20%	3.5µM*	?	?	13µM*	2%	0%
Cc1ccc(-n2ncc3c(NCc4ccc5c(c4)OCO5)ncnc32)c(C)c1	3%	-29%	-17%	-5%	-4%	35%	7	-15%	-14%	1%	-6%
O=C(NCCCN1CCOCC1)c1cc2ccccc2oc1=O	1%	7%[1.84 µM]	3%	10%	5%	7%	-6	14%	-8%	-2%	10%
